Screening data deposited in PubChem by National Center for Advancing Translational Sciences (NCATS).
EPAC1 antagonist = blocks human EPAC1 exchange factor; 360,000 tested, 0.14% active; Potency, µM (titrated, usually from 115 µM), for inactives: top-dose activity change, negative = inhibition, usual class: inhibitors; EPAC1 GEF assay, Rap1b-BODIPY-GDP exchange fluorescence; O95398;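 also: potency is read from the fitted curve at half-maximal effect; plate controls were vehicle for no effect and positive control for full effect; nearly all actives have a fitted effect of over 50% in size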
Abeta yeast res = A-beta toxicity reversal in yeast; yeast expressing A-beta42, growth rescue, OD600, 48 h; response scale: 0% DMSO, 100% iron-clioquinol control; Potency, µM (series often up to 46.1 µM), for the others: top-dose growth rescue, hits mostly activators; 410,000 tested, 0.063% active; AID 1347071; also: potency is read from the fitted curve at half-maximal effect; nearly all actives have a fitted effect of over 55% in size
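Yeast A-beta toxicity model in growth medium with pinned compounds, 48 h at 30 C; growth read as absorbance at 600 nm. Normalized to FeCl3/clioquinol equimolar mix (positive) and DMSO (negative).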
EPAC1 ag = agonists of human EPAC1. O95398. EPAC1 agonist qHTS, biochemical assay; response scale: 100% = response to 6.5 mM cAMP. Potency, µM (top dose mostly 154 µM), for inactives: at the top dose activation, most hits filed as activators. 360,000 tested, 0.073% active. AID 720707; also: potency is read from the fitted curve at half-maximal effect; nearly all actives have a fitted effect of over 60% in size
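Nucleotide exchange by EPAC1 (100 nM) on Rap1B–BODIPY-GDP (250 nM) in the presence of 50 uM GDP is tracked fluorescently at 480/540 nm over 30 min. Signals are normalized to a 6.5 mM cAMP control.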
PLK1 PBD inh = blocks phosphopeptide binding to human PLK1 polo-box domain. Plk1 PBD binding of FITC phosphopeptide, fluorescence polarization. Potency, µM, without a hit: max response, negative = inhibition, hits mostly inhibitors. 360,000 tested, 2.8% active; also: potency is read from the fitted curve at half-maximal effect; series mostly up to about 57 µM; % is scaled to controls: 0 for no effect and ±100 for the full control effect; nearly all actives have a fitted effect of over 65% in size
Target sequence (P53350 whole entry, looked up, the tested form may be a part): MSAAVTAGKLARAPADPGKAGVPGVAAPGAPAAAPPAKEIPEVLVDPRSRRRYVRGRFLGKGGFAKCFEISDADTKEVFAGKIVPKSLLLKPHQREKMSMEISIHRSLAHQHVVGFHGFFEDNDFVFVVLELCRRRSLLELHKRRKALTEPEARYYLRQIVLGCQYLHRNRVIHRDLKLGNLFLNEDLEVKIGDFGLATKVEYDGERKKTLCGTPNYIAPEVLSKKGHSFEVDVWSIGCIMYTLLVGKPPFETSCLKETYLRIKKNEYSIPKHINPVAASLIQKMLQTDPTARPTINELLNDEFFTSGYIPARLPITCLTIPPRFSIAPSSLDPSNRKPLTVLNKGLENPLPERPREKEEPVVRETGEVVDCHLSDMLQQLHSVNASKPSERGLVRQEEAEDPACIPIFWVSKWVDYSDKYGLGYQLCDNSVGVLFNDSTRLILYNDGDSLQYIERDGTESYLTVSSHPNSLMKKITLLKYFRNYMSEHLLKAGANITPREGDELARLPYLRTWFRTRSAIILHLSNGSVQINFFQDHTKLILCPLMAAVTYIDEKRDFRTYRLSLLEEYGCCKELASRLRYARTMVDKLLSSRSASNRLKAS
FUS suppressor = suppressors of FUS proteinopathy in yeast; Potency, µM (top dose mostly 76.6 µM), inactives show top-dose growth rescue (activation), actives largely listed as activators; S. cerevisiae FUS-expressing, growth rescue, OD600, 24 h; 390,000 tested, 0.24% active;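 also: potency is read from the fitted curve at half-maximal effect; plate controls were DMSO vehicle for no effect and reference control for full effect; nearly all actives have a fitted effect of over 55% in size; some results filed as inactive show a strong effect at the top dose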
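Restored growth of FUS-toxic S. cerevisiae, read as 600 nm absorbance after 24 h at 30C in galactose medium (starting OD 0.005). Controls CP55940 and DMSO.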
PI5P4Ka inh = PI5P4K alpha (human) kinase inhibition; PI5P4Kalpha enzyme, ADP-Glo luminescence, 60 min; stronger effect = lower value; max response, %; 330,000 tested, 1.2% active; active = max response of -50% or lower; inconclusive = between -30% and -50%; inactive = -30% or higher; also: value at the top dose of about 77 µM; % is scaled to controls: 0 for no effect and ±100 for the full control effect
Target sequence (P48426 whole entry, looked up): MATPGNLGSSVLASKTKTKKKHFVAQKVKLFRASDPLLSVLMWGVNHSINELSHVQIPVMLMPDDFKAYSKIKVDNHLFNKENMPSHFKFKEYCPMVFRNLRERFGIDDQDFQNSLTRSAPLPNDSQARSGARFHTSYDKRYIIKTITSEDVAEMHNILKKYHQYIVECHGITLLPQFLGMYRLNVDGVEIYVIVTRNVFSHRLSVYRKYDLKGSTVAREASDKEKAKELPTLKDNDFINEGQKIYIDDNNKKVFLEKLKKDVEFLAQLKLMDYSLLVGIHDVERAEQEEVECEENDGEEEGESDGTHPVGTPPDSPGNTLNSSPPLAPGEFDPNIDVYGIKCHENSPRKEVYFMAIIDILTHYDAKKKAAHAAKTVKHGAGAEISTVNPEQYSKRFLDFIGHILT
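Enzyme plus substrate dispensed, test compounds pinned in, then ATP (5 microM final) added. After 60 min at RT, ADP-Glo reagent 1 for 45 min and reagent 2 for 30 min preceded luminescence imaging.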
WRN helicase inh = inhibitors of human WRN helicase | Q14191 | WRN helicase unwinding, fluorescent forked duplex, kinetic | Potency, µM (doses to about 114 µM), for the others: at the highest dose activity change, negative = inhibition, actives largely listed as inhibitors | 360,000 tested, 0.46% active; also: potency is read from the fitted curve at half-maximal effect; % is scaled to controls: 0 for no effect and ±100 for the full control effect; nearly all actives have a fitted effect of over 55% in size
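Screening of the MLSMR collection measured strand separation of a quenched forked DNA duplex (100 nM) by 20 nM WRN with 2 mM ATP, all final. Compounds were preincubated with enzyme 15 min at room temperature.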
IL2 activator = IL-2 activation. 360,000 tested, 0.065% active. activation, % (series mostly up to about 46 µM). IL-2 activation reporter assay, cell-based qHTS; stimulated with anti-CD3/CD4/CD28 beads; in transgenic mouse T cells; in the data active = activation above about 50%; inconclusive = mostly about 30% to 49%; also: 0% is about no effect
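First, unstimulated transgenic mouse T cells were exposed to compound for 60 min. Next, anti-CD3/anti-CD4-coated beads with anti-CD28 were added. Finally, after 18 h at 37 degrees C, EGFP and DsRed were imaged.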
Numbers without * were called inactive; ? = inconclusive; / = not tested or not shown; & = joins results of further samples; [ ] = dose if it differs, or a comment. Unless noted, calls follow the shape of the dose curve; as a rule, active = well fitted curve in the direction sought with a large enough effect; inconclusive = small, poorly fitted or top-dose-only effect, or another doubt; inactive = no such curve, though single readings can be large; an effect the other way counts as inactive or inconclusive.

The line under a structure holds: EPAC1 antagonist	Abeta yeast res	EPAC1 ag	PLK1 PBD inh	FUS suppressor	PI5P4Ka inh	WRN helicase inh	IL2 activator
Cc1ccccc1S(=O)(=O)c1c(C)cc(C)n(CC(C)C)c1=O
 : -8%	-7%	13%	4%	4%	2	-17%	-2.4
COc1cc(Nc2ncnc(N)n2)cc(OC)c1OC
 : -8%	0%	6%	-14%	10%	-19	3%	0.1
COC(=O)[C@H](CCSC)NC(=O)N1CCN(Cc2ccccc2)CC1
 : 2%	-4%	6%	-11%	14%	/	-6%	-1.8
O=C(/C=C/c1cccs1)Nc1ccc(Br)cn1
 : 1%	23%	9%	-10%	-15%	-4	-20%[57.1 µM]	-3.2
Nn1c(SCC(=O)N2CCOCC2)nnc1-c1ccccc1Cl
 : 0%	2%	1%	-7%	5%	/	0%	0.5
Cc1ccc(Cl)cc1N1CCN(C(=O)CN(C2CCCCC2)S(C)(=O)=O)CC1
 : 5%	-7%	4%	-25%	27%	9	-3%	0.2
COc1ccc(OC)c(/C=N/N(CCC#N)C2=NS(=O)(=O)c3ccccc32)c1
 : -13%	-6%	-3%	-25%	-14%	2	5%	-0.5
COc1ccc(NC(=O)CN(C)C(=O)/C=C/c2cn(-c3ccccc3)nc2-c2cccs2)cc1
 : 11%	2%	2%	-2%	33%	-2	?	-5.9
Cn1cccc1Cc1nnc(SCC(=O)NCc2ccc(F)cc2)n1-c1ccc(F)cc1
 : -5%	-15%	-2%	-13%	14%	-6	-6%	1.2
CC(C)C[C@H](NC(=O)OC(C)(C)C)C(=O)NCC1CCC(C(=O)N[C@@H](Cc2ccccc2)C(=O)O)CC1 (stereo partly drawn)
 : -4%	-6%	0%	-8%	4%	5	0%	2.5
O=C1CCC(CCC(=O)N2CCCC(C(=O)c3ccc(Cl)cc3)C2)=NN1 (stereo not drawn)
 : 27%	-4%	-9%	-4%	18%	-4	-6%	-0.1
CCOc1ccc(C2Sc3ccccc3NC3=C2C(=O)OC3)cc1 (stereo not drawn)
 : -29%	17%	-5%	-13%	?	3	-12%	-2.0
COc1ccc(CC(=O)OCc2cc3cccc(C)c3[nH]c2=O)cc1
 : -3%	-18%	-1%	-7%	54%	/	-3%	2.3
N#Cc1c(-c2ccc(F)cc2)c(-c2ccc(F)cc2)nn(CCO)c1=O
 : 6%	-17%	0%	2%	/	15	2%	-2.1
CCN(C[C@H]1N[C@@](C)(C(=O)OC)[C@H]2C(=O)N(Cc3ccccc3)C(=O)[C@@H]12)S(=O)(=O)c1ccccc1
 : 5%	-15%	-18%	-5%	-12%	-4	1%	1.4

The line under a structure holds: EPAC1 antagonist	Abeta yeast res	EPAC1 ag	PLK1 PBD inh	FUS suppressor	PI5P4Ka inh	WRN helicase inh	IL2 activator
COc1ccc(CNC(=O)c2ccc(NC(=O)C3=CSCCO3)cc2)cc1
 : 4%	/	-7%	1%	-2%	3	-1%	1.2
CCOC(=O)C1CCN(C(=O)CCS(=O)(=O)c2ccc3c(c2)CC(C)N3C(=O)CC)CC1 (stereo not drawn)
 : 7%	-10%	-4%	-3%	3%	-2	-3%[57.1 µM]	-3.4
COc1cccc(C(=O)NCCSc2ccc(C)cc2)c1
 : -10%	6%	-10%	-15%	/	-5	-17%	0.1
CCn1cc(C(=O)N2CCCC(CO)(Cc3ccccc3C)C2)cn1 (stereo not drawn)
 : -6%	1%	5%	0%	-5%	4	2%	-2.3
Cc1cccc(Nc2ccccc2C(=O)OCC(=O)N2CCOCC2)c1C
 : ?	-28%	10%	-4%	16%	4	-7%	-1.8
Cc1sc2nc(SCc3nc(-c4cccs4)no3)n(-c3ccccc3)c(=O)c2c1C
 : -4%	5%	5%	-2%	-13%	/	-17%	0.6
CCCNC(=O)COC(=O)C1CCN(S(=O)(=O)c2ccc3c(c2)OCCO3)CC1
 : -11%	-1%	-3%	-9%	3%	1	-12%	-0.1
CC12CCC(C(=O)N(NC(=O)c3cc(Cl)ccc3O)C1=O)C2(C)C (stereo not drawn)
 : 6%	?	-4%	3%	19%	1	-24%	0.6
NS(=O)(=O)c1ccc(-n2nc(C(=O)O)cc2-c2ccc(Cl)cc2)cc1
 : -5%	-6%	5%	-4%	-8%	0	1%	1.2
CCc1ccc2[nH]c3nc(SCc4nnc(-c5ccccc5)o4)nnc3c2c1
 : 6%	-7%	0%	-8%	-3%	-2	-6%	3.1
O=c1c2c3c(sc2n2cnnc2n1CCc1ccccc1)CCCC3
 : -16%	-8%	23%	-15%	2%	/	-6%	0.2
CCOC(=O)c1cc(C(=O)NC(C)c2ccccc2)c(C)[nH]c1=O (stereo not drawn)
 : -4%	-6%	-9%	-1%	-26%	-11	9%	-2.7
CC(C)N(Cc1nnc(-c2ccccc2Br)o1)C(=O)c1cc(Cl)nc2ccccc12
 : 3%	-16%	-9%	3%	?	9	-9%	-0.5
Cc1ccc(/C=N/NC(=O)c2nnn(-c3nonc3N)c2CSc2ccccc2)s1
 : -2%	7%	1%	-13%	-16%	-6	-4%	0.7
C=CCSc1nc2sc3c(c2c(=O)[nH]1)CC(C)(CC)OC3 (stereo not drawn)
 : 5%	-13%	-1%	-9%	-19%	-1	1%	0.0

The line under a structure holds: EPAC1 antagonist	Abeta yeast res	EPAC1 ag	PLK1 PBD inh	FUS suppressor	PI5P4Ka inh	WRN helicase inh	IL2 activator
COc1ccc(C2Nc3cccc(O)c3C(=O)N2Cc2ccccc2)cc1COc1ccc(NC(C)=O)cc1 (stereo not drawn)
 : -4%	-22%	-20%	/	11µM*	/	/	-0.7
O=C(NC1CC1)c1cccc(NC(=O)c2cn3ccccc3n2)c1
 : -6%	-16%	-2%	-11%	/	2	-24%	-3.5
CCOC(=O)[C@H]1[C@H]2COc3cc(OC)ccc3[C@@H]2N2C(=O)c3cc(OC)c(OC)cc3NC(=O)[C@@]12C
 : -2%	-3%	-8%	-9%	?	-4	-8%	-0.1
CC1=NNC(=O)C1CCC(=O)N/N=C(\C)c1ccc(Cl)cc1 (stereo not drawn)
 : -9%	-2%	-4%	0%	-13%	-18	-7%	3.2
CCC1Sc2ccc(S(=O)(=O)CCC(=O)Nc3cccc(Br)c3)cc2NC1=O (stereo not drawn)
 : -3%	13%	13%	12µM*	23%	-6	-8%	0.5
Cc1ccc(/C=N/N2CCN(Cc3ccccc3)CC2)o1
 : 3%	-7%	11%	-7%	8%	/	-7%	-0.6
Cc1ccnc2nc(C(=O)NCc3cccs3)nn12
 : 5%	-11%	-10%	-3%	-20%	-7	4%	-2.3
O=C(Cn1cc(COc2ccccc2C(F)(F)F)nn1)c1ccc(O)cc1
 : -4%	-5%	-16%	21µM*	-14%	-26	9%	-0.1
COC1CCN(Cc2c(C(=O)N3C[C@@H](C)O[C@@H](C)C3)nc3ccc(Cl)cn23)CC1
 : -15%	-5%	-5%	-14%	-6%	0	8%	-2.9
COc1ccc(C2N=C(c3ccccc3)C(C)(C)N2O)cc1OC (stereo not drawn)
 : -5%	-7%	8%	-9%	16%	/	-3%	-1.5
Cc1cc(C)c2nc(-c3ccco3)cc(C(=O)O)c2c1
 : -18%	-8%	0%	?	9%	-18	?	0.1
Cc1ccccc1NC(=O)C[n+]1cc(-c2ccccc2)n2c1CCC2
 : -12%	2%	5%	-5%	-2%	3	3%	-0.5
CC(C)Cc1ccc(S(=O)(=O)NCC2CCCO2)cc1 (stereo not drawn)
 : 8%	1%	3%	7%	7%	7	-3%	1.4
COc1ccc(NS(=O)(=O)c2cc(-c3cnc(C4CC4)o3)ccc2C)cc1
 : -12%	/	1%	-3%	13%	3	-2%	0.4
CCCc1cc(C(=O)N2CCN(S(=O)(=O)c3ccc(OC)c(OC)c3)CC2)cs1
 : -14%	-1%	20%	-15%	27%	/	1%	-2.2

The line under a structure holds: EPAC1 antagonist	Abeta yeast res	EPAC1 ag	PLK1 PBD inh	FUS suppressor	PI5P4Ka inh	WRN helicase inh	IL2 activator
C[C@@H]1CN([C@@H](C)CO)S(=O)(=O)c2ccc(Br)cc2O[C@H]1CN(C)C(=O)C1CCOCC1
 : 9%	-3%	2%	-13%	-7%	-2	-9%	-1.9
Cc1ccc(OCCCC(=O)ON=C(N)c2ccccc2C)cc1
 : -7%	-29%	-9%	-10%	-4%	14	-2%	1.7
O=C(NC1CC1)C1=C[C@H](C2CC2)C[C@H](OCCCCO)O1
 : 14%	4%	-25%	1%	-13%	-4	3%	0.8
COc1ccc(C)c2sc(N(CCCN(C)C)C(=O)c3ccc4c(c3)OCCO4)nc12
 : -3%	-5%	4%	-2%	17%	-3	6%	-3.9
Cc1ccc(NC(=O)CN2CC(C)SC2=NC2CCCCC2)cc1 (stereo not drawn)
 : -12%&-4%	-12%&-2%	-9%&-3%	-6%&0%	27%&-4%	8&-2	-13%&-1%	-0.6&0.1
CCNc1nc(NCC)n2c(SCC(=O)N(CC)C3CCCCC3)nnc2n1
 : -21%	6%	2%	0%	15%	0	-7%	2.6
COc1ccc(C(=O)OCC(=O)N2CC(=O)Nc3ccccc32)cc1Br
 : 6%	6%	-1%	-6%	-7%	-4	3%	-5.3
Nc1cc2c(cc1Cl)-c1ccc(Cl)cc1C2=O
 : -18%	10%	-4%	-1%	-3%	-2	-6%	-0.1
CC(C)(O)C#Cc1ccc(CN2CCN(C3CCCC3)C(CCO)C2)cc1 (stereo not drawn)
 : -6%	-6%	-6%	0%	1%	-2	0%	-0.3
O=C(CCCl)N(Cc1nc2ccccc2c(=O)[nH]1)Cc1cccs1
 : 12%	7%	-2%	4%	-1%	2	-3%	0.8
COc1cc(Cn2nnc3ccccc32)cc(Br)c1O
 : -5%	-7%	15%	-2%	-10%	5	-7%	-0.2
CCOc1ccc(C(C)=O)cc1NC(=O)/C=C\C(=O)O
 : 27%	8%	0%	1%	9%	2	3%	0.0
CC(C)C1=NN2C(=N)CC(=O)N=C2S1
 : -2%	0%	6%	-2%	4%	/	-18%	-1.2
O=C(O)CCc1ccccc1OC(=O)c1ccccc1
 : 4%	10%	-5%	0%	-15%	0	1%	1.5
CCN1C(=O)CC(C(=O)OC)=C1C
 : -6%	-4%	-16%	3%	-2%	-4	8%	-3.2
Cc1ccc(CNC(=O)CN2C(=O)NC(C)(c3ccccc3Cl)C2=O)cc1 (stereo not drawn)
 : -25%	-19%	4%	3%	-14%	-3	4%[57.1 µM]	0.1
CCc1noc(C)c1C(=O)N(CC)CC(=O)Nc1cc(Cl)ccc1C
 : -17%	-9%	-3%	3%	-17%	-2	-2%	0.6
O=C(Nc1cc(=O)[nH]c2ncnn12)c1ccccc1
 : 16%	1%	5%	-6%	20%	-20	-13%	-0.4
